Screening results (PubChem BioAssay)
GLP-1R inv ag: inverse agonists of human GLP-1 receptor; P43220; HEK293 GLP-1R CRE-luciferase, luminescence, 24 h; GLP-1R form is constitutively active; Potency, µM (titrated, usually from 38.3 µM), without a hit: at the highest dose activity change, negative = inhibition, actives largely listed as inhibitors; 410,000 compounds, 1.6% hits; AID 624417; also: % is scaled to controls: 0 for no effect and ±100 for the full control effect; nearly all actives have a fitted effect of over 55% in size
Target sequence (P43220 whole entry, looked up): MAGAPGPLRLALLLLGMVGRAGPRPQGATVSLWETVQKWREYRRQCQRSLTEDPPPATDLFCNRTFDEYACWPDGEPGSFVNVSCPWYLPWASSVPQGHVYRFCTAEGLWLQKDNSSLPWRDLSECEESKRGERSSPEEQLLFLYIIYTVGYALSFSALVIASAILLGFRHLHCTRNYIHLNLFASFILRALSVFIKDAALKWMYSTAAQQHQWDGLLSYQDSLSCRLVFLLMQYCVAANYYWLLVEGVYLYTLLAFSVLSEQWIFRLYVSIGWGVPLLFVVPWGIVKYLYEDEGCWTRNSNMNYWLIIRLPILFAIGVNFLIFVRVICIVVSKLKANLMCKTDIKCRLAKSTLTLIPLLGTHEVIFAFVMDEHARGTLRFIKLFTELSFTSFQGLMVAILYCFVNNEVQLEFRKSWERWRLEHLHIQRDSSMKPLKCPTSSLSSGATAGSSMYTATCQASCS
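HEK293 cells stably co-expressing a cAMP-responsive luciferase reporter and constitutively active GLP-1R were seeded, incubated 12 h, then exposed to compounds for 24 h at 37 C. Luminescence was read 12 min after detection reagent; inverse agonists lower signal.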
PTHR1 agonist: agonists of human PTHR1 parathyroid hormone receptor | Q03431 | HEK293 GP2 PTHR1 cells, GloSensor cAMP luminescence, 1 h | Potency, µM (highest dose often 115 µM), without a hit: at the highest dose activation, usual class: activators | 410,000 compounds, 0.075% hits; also: nearly all actives have a fitted effect of over 55% in size; some results filed as inactive show a strong effect at the top dose; inactives centre near -15; many of its hits are not listed in these tables
Target sequence (Q03431 whole entry, looked up): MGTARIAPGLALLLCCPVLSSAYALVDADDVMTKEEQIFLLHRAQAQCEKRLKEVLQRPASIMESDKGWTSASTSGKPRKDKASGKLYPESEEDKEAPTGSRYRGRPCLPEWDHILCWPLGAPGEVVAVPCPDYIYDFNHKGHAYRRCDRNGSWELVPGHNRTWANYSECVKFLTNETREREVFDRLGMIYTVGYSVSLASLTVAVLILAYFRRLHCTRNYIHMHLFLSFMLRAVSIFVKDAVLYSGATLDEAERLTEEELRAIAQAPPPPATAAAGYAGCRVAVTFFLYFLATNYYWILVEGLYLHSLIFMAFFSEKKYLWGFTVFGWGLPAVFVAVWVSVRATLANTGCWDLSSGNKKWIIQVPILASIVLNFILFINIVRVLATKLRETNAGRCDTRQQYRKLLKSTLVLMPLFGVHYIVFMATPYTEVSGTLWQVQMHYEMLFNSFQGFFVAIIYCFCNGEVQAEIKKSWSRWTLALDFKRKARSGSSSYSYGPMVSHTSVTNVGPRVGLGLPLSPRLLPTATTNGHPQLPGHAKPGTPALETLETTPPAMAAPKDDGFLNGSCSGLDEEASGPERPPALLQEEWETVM
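HEK-293-derived GP2 cells expressing PTHR1 and a GloSensor cAMP reporter, 3,000/well, plated overnight, given luciferin plus IBMX (each 0.5 mM as added) for 1 h at 37 °C, then compound for 1 h at 37 °C. Luminescence was read after 15 min at room temperature.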
GLP1R cytotox: cytotoxic in the GLP-1 receptor inverse agonist counter-screen; HEK293 cAMP-luciferase reporter cells, luminescence, 24 h; Potency, µM (doses to about 38.3 µM), for inactives: top-dose activity change, negative = inhibition, actives largely listed as inhibitors; AID 624418; 410,000 compounds, 0.13% hits;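 also: loss of luciferase light is scored as toxicity; % is scaled to controls: 0 for no effect and ±100 for the full control effect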
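A 23 nL compound transfer followed 12 hours of cell culture at 37 deg C; exposure then lasted 24 hr. Luciferase assay detection reagent was dispensed and plates read for luminescence after a 12 min room-temperature wait.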
Numbers without * were called inactive; i = inactive; ? = inconclusive; [ ] = remark or other dose. Calls follow the shape of the dose curve; as a rule, active = well fitted curve in the direction sought with a large enough effect; inconclusive = small, poorly fitted or top-dose-only effect, or another doubt; inactive = no such curve, though single readings can be large; an effect the other way counts as inactive or inconclusive. Potency is read from the fitted curve at half-maximal effect.

The line under a structure holds: GLP-1R inv ag, PTHR1 agonist, GLP1R cytotox
CCc1cnc2c(c1SCC(=O)N1CCCCC1)c(=O)n(C)c(=O)n2C
    15%, 0%, -2%
Cc1ccc(CNC(=O)c2c(-c3ccccc3F)noc2C)o1
    4%, ?, -5%
Cc1cc(-c2ccc(S(=O)(=O)Nc3ccccc3C)cc2)on1
    ?, i, -26%
CCOC(=O)c1c(C)oc2nc(C)nc(NCC3CCN(Cc4ccccc4C)CC3)c12
    10%, ?, -3%
CCNS(=O)(=O)c1cc(-c2nnc(Nc3cccc(C(F)(F)F)c3)c3ccccc23)ccc1C
    2%, -16%, -2%
Cc1ccc(NC(=O)CC2Nc3cccc4cccc(c34)NC2=O)cc1 (centres undefined)
    ?, -58%, -11%
O=C(CSc1nc(=O)n(Cc2ccco2)c2c1CCC2)Nc1ccccc1C(F)(F)F
    -24%, 10%, -1%
CCc1cc2c(cc3c(=O)n(CC(=O)NCCc4ccc(OC)cc4OC)nc(CC)n32)s1
    -7%, -23%, -2%
CCCN(CCC)CCCNC(=O)Cn1ncc2c3ccccc3n(Cc3ccccc3)c2c1=O
    11%, i, -2%
CCC(CC)C(=O)Nc1ccc2nc(SCC(=O)N3CCCC3)sc2c1
    6%, -15%, 6%

Arranged by the number under PTHR1 agonist (smallest number first): three of the compounds above
SMILES	PTHR1 agonist
CCc1cc2c(cc3c(=O)n(CC(=O)NCCc4ccc(OC)cc4OC)nc(CC)n32)s1	-23%
CCNS(=O)(=O)c1cc(-c2nnc(Nc3cccc(C(F)(F)F)c3)c3ccccc23)ccc1C	-16%
CCC(CC)C(=O)Nc1ccc2nc(SCC(=O)N3CCCC3)sc2c1	-15%

(further entries)
The line under a structure holds: GLP-1R inv ag, PTHR1 agonist, GLP1R cytotox
CCCN(C(=O)NCc1noc2ccc(C)cc12)c1ccc(Cl)c(Cl)c1
    ?, i, 1%
Cc1ccc(-n2nc(CO)c(C(=O)NCc3cccnc3)n2)cc1C
    ?, -89%[inhibitor], -36%
Cc1ccc2c(c1Br)C(O)(CC(=O)c1ccc(F)cc1)C(=O)N2 (centres undefined)
    0%, -14%, 3%
O=c1[nH]c2ccc(NS(=O)(=O)c3ccc(F)cc3)cc2s1
    -4%, -26%, 4%
Cc1ccc(OCC(=O)Nc2ccc(-c3nc4ccccc4o3)cc2)c(C)c1
    9%, -7%, 4%
COc1cccc(CNC(=O)c2ccc(CN3CC(=O)N4CCCCC4C3=O)cc2)c1 (centres undefined)
    10%, i, 1%
COc1ccccc1-c1nn2c(=O)cc(CN3CCN(S(=O)(=O)c4ccc(C)cc4)CC3)nc2s1
    5%, -54%[inhibitor], 8%
Cc1ccc(CNc2ccc(-c3nc(C(C)C)no3)cc2[N+](=O)[O-])cc1
    17%, i, 3%
CC(=O)Nc1cccc(-n2cc3c(c2-c2ccccc2Cl)c(=O)n(C)c(=O)n3C)c1
    40%[activator], i, -2%
COc1cccc(NC(=O)Cn2nc(-c3ccncc3)ccc2=O)c1
    4%, i, 4%
CCC(NC(=O)Nc1ccc(OC)c(OC)c1)c1c(-n2cccc2)sc2c1CCN(C)C2 (centres undefined)
    ?, i, -6%
COCCn1c(C)cc(O)c(C(c2ccccc2Cl)N2CCCCC2)c1=O (centres undefined)
    -17%, i, 4%
COCCCNC(=O)c1nn(C)c2c1CS(=O)(=O)c1ccccc1-2
    4%, -16%, 1%
COc1ccc(Nc2cc(C(=O)NCc3ccccc3OC)c3ccccc3n2)cc1
    -2%, -10%, 33%[activator]
Cc1c(NC(=O)Nc2cccc(C(F)(F)F)c2)sc2nc3n(c(=O)c12)CCC(C)CC3 (centres undefined)
    -10%, i, -14%
CC(C)(C)NC(=O)c1oc2ccccc2c1NC(=O)c1ccccc1F
    -70%, i, -7%
COc1ccc(-c2noc(-c3ccc(NCc4ccc(C)cc4)c([N+](=O)[O-])c3)n2)cc1OC
    -2%, i, -8%
CCOc1ccc(-c2cc(OC(=O)c3ccc(F)cc3)c3c(C)oc(C)c3c(=O)c2)cc1
    -7%, i, 2%
CCOC(=O)c1nn2c(C(F)(F)F)cc(-c3ccc(C)cc3)nc2c1Cl
    2%, -6%, 0%
CCOCCCn1c(SCC(=O)Nc2ccc(CC)cc2)nc2ccccc2c1=O
    -6%, i, 0%
CCC(Sc1nc(-c2ccccc2)[nH]c1S(=O)(=O)c1ccc(C)cc1)C(=O)O (centres undefined)
    8%, 0%, 6%
CCOC(=O)c1cccc(NC(=O)CC2C(=O)N(c3ccc(OC)cc3)C(=O)N2C2CCCC2)c1 (centres undefined)
    -18%, -36%[inhibitor], -7%
COc1cccc(-c2nc(CS(=O)(=O)CC(=O)NCCc3ccc(Cl)cc3)c(C)o2)c1
    ?, -1%, -12%
CCC(C)NC(=O)CCc1c(C)nc2c(c(C)nn2-c2ccc(C)cc2)c1C (centres undefined)
    9%, i, -3%
CCCN1Cc2cccc(C(=O)Nc3cccc(C(=O)OCC)c3)c2C1=O
    -2%, -21%, 5%
COc1ccc2c(Sc3ccc(C)cc3)c(C(=O)NC(C)C)[nH]c2c1
    -11%, i, 0%
Cc1ccc(-n2ncc3c(N4CCN(C)CC4)ncnc32)cc1
    ?, -69%[inhibitor], 4%
Cc1csc2nc(COC(=O)c3ccccc3NC(=O)c3ccccc3Cl)cc(=O)n12
    -26%, -38%[inhibitor], -12%
COc1ccc(-c2nn3c(-c4ccccc4)nnc3c3ccccc23)cc1
    9%, i, -6%
COc1cccc(-n2c(=O)c3c(C)c(C)sc3n(CC(=O)NCc3ccccc3)c2=O)c1
    -5%, i, 7%

A second format for part of the listing above.
canonical_smiles | GLP-1R inv ag | PTHR1 agonist | GLP1R cytotox
COc1ccc(-c2nn3c(-c4ccccc4)nnc3c3ccccc23)cc1 | 9% | i | -6%
CCOC(=O)c1c(C)oc2nc(C)nc(NCC3CCN(Cc4ccccc4C)CC3)c12 | 10% | ? | -3%
Cc1ccc(CNc2ccc(-c3nc(C(C)C)no3)cc2[N+](=O)[O-])cc1 | 17% | i | 3%
COc1ccccc1-c1nn2c(=O)cc(CN3CCN(S(=O)(=O)c4ccc(C)cc4)CC3)nc2s1 | 5% | -54%[inhibitor] | 8%
Cc1cc(-c2ccc(S(=O)(=O)Nc3ccccc3C)cc2)on1 | ? | i | -26%

New compounds follow.
The line under a structure holds: GLP-1R inv ag, PTHR1 agonist, GLP1R cytotox
Cc1ccc(N2CCN(C(=O)Cc3c(C(=O)O)c(C)cn3C)CC2)c(C)c1
    -7%, i, 0%
CCc1ccc2oc(C(=O)Nc3ccccc3OC)cc(=O)c2c1
    1%, 0%, 18%
COc1ccc(-n2nc(C(=O)NCc3ccc(F)cc3)c3c4ccccc4n(C)c3c2=O)cc1
    7%, -19%, 3%
CCCSc1nnc2c(n1)OC(c1cccs1)Nc1ccc(Br)cc1-2 (centres undefined)
    15%, -9%, -3%
Cc1ccc(C)c(CN2C(=O)c3ccccc3S(=O)(=O)c3ccc(C(=O)N4CCCCC4)cc32)c1
    7%, -18%, -7%
O=C(NCc1ccc(Cl)cc1)c1ccc(NC(=O)N2CC3CCCN3c3ccccc32)cc1 (centres undefined)
    ?, i, -1%
CC1=C(C(=O)N2CCN(c3cccc(C(F)(F)F)c3)CC2)C2(CCCCC2)OC1=O
    9%, -51%[inhibitor], 2%
O=C(Nc1nc2ccc(Cl)cc2s1)c1ccc(S(=O)(=O)N2CCCC2)cc1
    2%, -7%, -1%
COc1ccc(C(=O)Nc2ccc3c(c2)CCCN3S(=O)(=O)c2ccc(C)cc2)c(OC)c1
    14%, i, -4%
CC1(C)CC(=O)c2cc(-c3nc(-c4ccc(Cl)cc4)cs3)c(=O)[nH]c2C1
    7%, i, -3%
Cc1ccc2c(CC(=O)Nc3c(C(=O)Nc4cccc(Cl)c4)oc4ccccc34)coc2c1C
    15%, -26%, 4%
COc1ccc(C(=O)c2cn(Cc3cccc(C)c3)c3cc4c(cc3c2=O)OCO4)cc1
    -2%, -66%[inhibitor], -2%
Cc1cccc(N2CCN(C(=O)c3cnn(-c4ccccc4)c3C3CCN(C(=O)OC(C)(C)C)CC3)CC2)c1C
    4%, -13%, -5%
CN(C)c1ccc(CNC(=O)CN2C(=O)CCn3nc(-c4cn(C)c5ccccc45)cc32)cc1
    -29%, i, -2%
CC(C)c1ccc(S(=O)(=O)N2CCN(Cc3cccc(F)c3)CC2)cc1
    ?, i, 15%
Cc1cccc(C2C=C(c3ccc(C)c(C)c3)Nc3nnnn32)c1 (centres undefined)
    -26%, -12%, 85%[activator]
CCc1ccc(S(=O)(=O)Nc2ccc3c(c2)sc(=O)n3C)cc1
    -9%, -32%, -21%
CCCCNC(=O)c1cc(Sc2ccc(OCC)cc2)nc2ccccc12
    -6%, -16%, 2%
Cc1cc(NS(=O)(=O)c2ccc(NC(=O)COc3ccccc3Br)cc2)no1
    6%, i, -9%
Cc1cc(C)cc(NC(c2nnc(-c3cccc(F)c3)o2)c2ccc(F)cc2Cl)c1 (centres undefined)
    ?, i, 2%
COc1ccc(C(=O)NNc2ncnc3c2cnn3-c2ccccc2)cc1
    -4%, i, -7%
COc1ccc(N2C(=O)C(CC(=O)Nc3ccccc3)N(CCC3=CCCCC3)C2=O)cc1 (centres undefined)
    -5%, i, -16%
Cc1ccccc1C(=O)N(Cc1ccc(N(C)C)cc1)Cc1ccco1
    ?, i, 1%
CCCCn1cc2c(c1-c1ccccc1Br)c(=O)n(C)c(=O)n2C
    8%, i, 5%
O=C(CCCCCn1c(=O)[nH]c2ccccc2c1=O)NCc1ccccc1
    19%, -19%, 4%
CCN(CC)C(=O)Cn1cc(SCC(=O)Nc2cccc(F)c2)c2ccccc21
    11%, i, -9%
O=C(Cc1ccc(NC(=O)N2CCSc3ncccc32)cc1)NCCc1ccccc1
    0%, -3%, 23%
CC(NC(=O)Cc1ccc(NC(=O)N2CCCCc3ccccc32)cc1)c1ccccc1 (centres undefined)
    ?, i, -15%
CC(=O)c1ccc(N2CCN(C(=O)c3ccc(Cn4c(=O)[nH]c5ccccc5c4=O)cc3)CC2)cc1
    -4%, i, 0%
COc1ccccc1C(=O)Nc1c(C(=O)N(C)Cc2ccccc2)sc2nc(C)c(Cl)c(C)c12
    ?, -4%, ?
COc1ccc(CNC(=O)COCc2cc(-c3cccs3)on2)cc1
    -8%, i, 2%
CCOc1ccccc1NS(=O)(=O)c1c(C(=O)OC)sc2cccc(F)c12
    ?, -50%[inhibitor], 9%
Cc1cc(C)c(NC(=O)CSc2nc(=O)n(Cc3ccco3)c3c2CCC3)c(C)c1
    14%, i, -1%
Cc1ccc(S(=O)(=O)c2nnn3c2nc(NCCc2ccccc2)c2sccc23)cc1
    11%, -35%[inhibitor], -6%
Cc1nn(-c2ccccc2)c2nc(C3CC3)cc(C(=O)Nc3ccccc3F)c12
    ?, -18%, -14%
Cc1nc2ccc(S(=O)(=O)N(CC(=O)Nc3ccc(Cl)cc3)Cc3ccccc3)cc2s1
    -1%, -25%, -9%
Cc1ccc(CNC(=O)CSCc2nc(-c3ccc(Cl)cc3)oc2C)cc1
    4%, -35%[inhibitor], -7%
Cc1ccccc1Cn1c(COc2ccc(Cl)cc2)nc2ccccc21
    -4%, i, 5%
CCOc1ccc(CNC(=O)c2cc(-c3ccc(Cl)s3)nc3ccccc23)cc1
    11%, 29%, 4%
Cc1ccc(CNC(=O)Cn2cc(S(=O)(=O)Cc3ccccc3Cl)c3ccccc32)cc1
    -12%, -21%, 12%

Just PTHR1 agonist, for some of the entries so far:
| Molecule | PTHR1 agonist |
| --- | --- |
| Cc1nn(-c2ccccc2)c2nc(C3CC3)cc(C(=O)Nc3ccccc3F)c12 | -18% |
| Cc1nc2ccc(S(=O)(=O)N(CC(=O)Nc3ccc(Cl)cc3)Cc3ccccc3)cc2s1 | -25% |

Following part
The line under a structure holds: GLP-1R inv ag, PTHR1 agonist, GLP1R cytotox
CCOC(=O)c1ccc(N2CCN(c3cc(C)ccc3C)CC2)c(NC(=O)Nc2ccc(Cl)cc2)c1
    -14%, i, 1%
O=C(c1ccc2c(c1)N(Cc1cccc(F)c1)C(=O)c1ccccc1S2)N1CCCC1
    7%, -19%, -10%
CCc1ccccc1NC(=O)Nc1nnc(N2CCCC2)s1
    4%, i, 0%
COCCn1c(CCC(=O)Nc2ccc(C)c(Cl)c2)nc2cccnc21
    23%, -5%, 0%
Cc1c(NC(=O)c2cccs2)cccc1-c1nc2cc(Cl)ccc2o1
    6%, i, -5%
O=C(c1ccc2c(c1)CCN2S(=O)(=O)c1ccccc1)N1CCN(c2cccc(Cl)c2)CC1
    ?, -36%[inhibitor], -5%
CCOC(=O)c1noc2ncnc(NCc3ccccc3OC)c12
    7%, i, 6%

A portion of the library, so the mix of outcomes need not match the whole.
